# Source: PubChem BioAssay (several laboratories)
# V-ATPase pH – regulators of yeast V-ATPase proton pumping, primary screen, pHLuorin cytosolic pH fluorescence. S. cerevisiae. response, % at 10 µM. 350,000 tested, 0.37% active. AID 504577, 2011; in the data active means response mostly above about 7.3%, no sharp cut-off; inactive means mostly below about 5.4%; further: actives read high; inactives centre near 0; some compounds called inactive have numbers as strong as hits; reference of the scale not given here
# Wnt act – Wnt/beta-catenin pathway activators, primary screen, cell-based, plate reader, single point. 300,000 tested, 1.2% active. AID 743398, 2014. activation, % at 9.35 µM. Wnt/beta-catenin reporter cell assay, activator; in the data active means activation above about 30%, passing the limit was not always enough;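 further: 0% = neutral control wells and 100% = positive control wells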
# The depositor's hits bear a star. A portion of the library; the hit share may differ from the screen's.
# Each structure is followed by: V-ATPase pH	Wnt act
C[C@@H]1CN([C@@H](C)CO)C(=O)c2cc(Br)cnc2O[C@H]1CN(C)Cc1ccc(-c2ccccc2)cc1
 : 1	-1
Cc1ccc([C@H]2N[C@]3(CCCN(Cc4cccn4C)C3=O)[C@H]3C(=O)N(C)C(=O)[C@@H]23)cc1
 : -2	-2
COc1ccc(-c2ccc3c(c2)S(=O)(=O)c2cccc(C(=O)N4CCN(c5ccccn5)CC4)c2C3=O)cc1OC
 : -1	-1
Cc1noc(C)c1NC(=O)N(C)C[C@H]1OCc2cnnn2CCCC(=O)N([C@@H](C)CO)C[C@H]1C
 : 3	-1
CC1=C(C(=O)N2CCOCC2)CC(CC(=O)NCCN2CCOCC2)C(=O)N1Cc1ccccc1 (centres undefined)
 : -1	-1
C[C@@H]1CN([C@H](C)CO)C(=O)CCCn2nncc2CO[C@H]1CN(C)C(=O)Nc1cccc(Oc2ccccn2)c1
 : 1	-1
Cc1ccc(S(=O)(=O)N2C[C@H]3[C@H]4C(=O)N(c5ccccc5)C(=O)[C@H]4C[C@H](OC(=O)NCc4ccccc4F)[C@@]3(O)C2)cc1
 : 1	0
COc1ccc(CNC(=O)O[C@]23C[C@H]4C(=O)N(c5ccccc5)C(=O)[C@H]4C[C@@]2(O)CN(S(=O)(=O)c2ccc(C)cc2)C3)cc1OC
 : 2	-2
C[C@@H]1CN([C@@H](C)CO)C(=O)CCCn2nncc2CO[C@H]1CN(C)C(=O)OCc1ccccc1
 : 2	-5
C[C@@H]1CN([C@@H](C)CO)C(=O)CCCn2nncc2CO[C@@H]1CN(C)C(=O)Cc1ccccc1
 : -2	0
CN1C(=O)[C@H]2[C@@H](c3ccc(C(F)(F)F)cc3)N[C@]3(CCCN(Cc4ccc(Cl)cc4)C3=O)[C@H]2C1=O
 : -2	-2
COc1ccc([C@H]2C[C@@H](O)[C@H](n3cc(C4CC4)nn3)CN2Cc2cccs2)cc1
 : -4	-2
CC1(C)CC(=O)C=C(c2n[nH]nc2C2CCCCC2)C1
 : 1	10
CSC[C@H]1CN(c2ccccc2)C(=O)[C@@H]1CC(=O)Nc1ccccc1
 : 1	-1
Cc1cn([C@H]2C[C@H](O)[C@@H](CNCc3ccc(N4CCN(C)CC4)cc3F)O2)c(=O)[nH]c1=O
 : 0	-3

# Remaining list, next part.
# Each structure is followed by: V-ATPase pH	Wnt act
COCCNC(=S)N(C)[C@H]1C[C@H]2c3cc(-c4ccccc4)ccc3CCN2C(=O)[C@H]1[C@H](C)O
 : -1	-2
O=C(O)c1cccc2c1C(=O)c1cc([N+](=O)[O-])cc([N+](=O)[O-])c1-2
 : 3	-4
CN(C)c1ccc(P(=O)(OC2CCCCC2)C(Nc2ccccc2)c2cccnc2)cc1 (centres undefined)
 : 7	-2
Nc1ccn([C@@H]2O[C@H](CNCc3cc(Br)ccc3OCc3ccccc3)[C@@H](O)[C@H]2O)c(=O)n1
 : 1	-1
C[C@H](CO)N1C[C@H](C)[C@@H](CN(C)S(=O)(=O)c2ccc(Oc3ccccc3)nc2)OCc2cn(nn2)CCCC1=O
 : 5	-1
Cc1ccc(-c2ccccc2C2=CC(=O)CC(C)(C)C2=O)cc1
 : -1	-2
CC1(C)CN(c2ccccc2)C(=O)[C@H]1CC(=O)Nc1ccccc1
 : 1	-2
CNC[C@H]1OCc2ccccc2-c2ccccc2C(=O)N([C@@H](C)CO)C[C@H]1C
 : -1	-1
COc1ccccc1S(=O)(=O)N(C)C[C@H]1OCc2cnnn2CCCC(=O)N([C@@H](C)CO)C[C@H]1C
 : 2	-2
COc1ccc(CNCCCn2cnc3c(SC)ncnc32)cc1
 : -3	0
CC1=C(C(=O)N2CCOCC2)CC(CC(=O)NCc2cccc3ccccc23)C(=O)N1CCC1=CCCCC1 (centres undefined)
 : 2	-1
C[C@@H]1CN([C@@H](C)CO)S(=O)(=O)c2ccc(Br)cc2O[C@H]1CN(C)Cc1ccccn1
 : -1	-3
CC1=C(C(=O)N(C)C)CC(CC(=O)NCCc2ccccn2)C(=O)N1Cc1ccccc1 (centres undefined)
 : -1	-2
CCC1NC(=O)c2cccnc2-n2c1nc1cc(OC)c(OC)cc1c2=O (centres undefined)
 : 1	-1
COc1ccc(NC(=O)N(C)[C@H]2C[C@H]3c4[nH]c5ccccc5c4CCN3C[C@H]2[C@H](C)O)cc1
 : 1	0

# (listing goes on)
# Each structure is followed by: V-ATPase pH	Wnt act
C=CCn1c(O)c(N=Nc2ccccc2[N+](=O)[O-])c2ccccc21
 : 1	1
C[C@@H]1CN([C@H](C)CO)C(=O)CCCn2nncc2CO[C@H]1CN(C)C(=O)c1cc(-c2ccccc2)on1
 : -2	-1
CCOc1ccc(C(=O)CN2C(=O)NC3(CCCc4ccccc43)C2=O)cc1 (centres undefined)
 : 1	-2
C[C@@H]1Cn2cnc(C(=O)Nc3ccc(CNC(=O)OC(C)(C)C)cc3)c2C(=O)N1
 : 0	-1
Cc1cc(N2CCN(C(=O)c3ccoc3)CC2)n2nc(-c3ccccc3)cc2n1
 : 1	0
C[C@@H]1CN([C@@H](C)CO)C(=O)CCCn2nncc2CO[C@@H]1CN(C)S(=O)(=O)c1ccc(C#N)cc1
 : 2	0
C[C@H](CO)N1C[C@H](C)[C@@H](CN(C)S(=O)(=O)c2cccc(C#N)c2)OCc2cnnn2CCCC1=O
 : -1	-1
C[C@@H]1CN([C@H](C)CO)C(=O)c2cc(Br)cnc2O[C@@H]1CN(C)C(=O)CC1CC1
 : 0	0
C[C@@H]1CN([C@H](C)CO)C(=O)c2c(c3ccccc3n2C)-c2ccccc2CO[C@@H]1CN(C)C(=O)Nc1ccc2c(c1)OCO2
 : -2	-2
C[C@@H]1CCCCO[C@@H](CN(C)S(=O)(=O)c2cn(C)cn2)[C@@H](C)CN([C@H](C)CO)C(=O)c2cc(NC(=O)Nc3ccc(C(F)(F)F)cc3)ccc2O1
 : 2	-8
COc1ccc(N=C2O/C(=C/c3sc(=S)n(CC4CCCO4)c3O)N=C2C#N)cc1 (centres undefined)
 : 0	-2
C[C@@H]1CN([C@H](C)CO)C(=O)CCCn2nncc2CO[C@@H]1CN(C)C(=O)Nc1ccc2c(c1)OCO2
 : 0	2
COc1ccc(NC(=O)C[C@H]2C(=O)N(CCc3ccccc3)C[C@@H]2Cc2ccccc2)cc1
 : -1	-1
C[C@@H]1CN([C@H](C)CO)C(=O)CCCn2cc(nn2)CO[C@H]1CN(C)S(=O)(=O)c1ccc(-c2ccccc2)cc1
 : -1	1
COc1ccc(-c2ccc(CN3C(C(C)C)C(=O)N(Cc4cn(CCC5OCCCO5)nn4)CCS3(=O)=O)cc2)cc1OC (centres undefined)
 : 2	0

# The list goes on:
# Each structure is followed by: V-ATPase pH	Wnt act
C[C@H](CO)N1C[C@H](C)[C@H](CN(C)S(=O)(=O)c2cn(C)cn2)OCc2cnnn2CCCC1=O
 : -1	-4
C/C(=N\OCc1cccc(C(=O)O)c1)c1ccc(Cl)cc1
 : 2	5
C[C@H](O)[C@@H]1C(=O)N2CCc3c([nH]c4ccccc34)[C@@H]2C[C@@H]1N(C)S(=O)(=O)c1ccccc1
 : 4	0
O=C(C[C@@H]1C[C@H]2c3cc(NC(=O)C4CCC4)ccc3O[C@H]2[C@@H](CO)O1)NCc1ccc(-c2ccccc2)cc1
 : 3	-5
COC(=O)[C@H]1C[C@H](OC(=O)Nc2cccs2)[C@@]2(O)CN(S(=O)(=O)c3ccc(C)cc3)CC2[C@H]1C(=O)OC (some centres undefined)
 : 2	-1
CCN(CC)C(=O)c1[nH]cnc1C(=O)Nc1ccccc1F
 : 0	-2
C[C@@H]1CN([C@@H](C)CO)C(=O)CCCn2nncc2CO[C@@H]1CN(C)S(=O)(=O)c1cccc(F)c1
 : 3	-2
CCCNC(=O)C[C@@H]1C[C@H]2c3cc(NC(=O)c4ccc5c(c4)OCO5)ccc3O[C@H]2[C@@H](CO)O1
 : 6	0
CC1(C)CC(=O)C=C(c2ccccc2CO)C1=O
 : 2	-1
C[C@H]1CN([C@@H](C)CO)C(=O)CCCn2cc(nn2)CO[C@@H]1CN(C)C(=O)c1ccncc1
 : 3	-2
CCCCN1C(=O)C(CC(=O)NC2CC2)CC(C(=O)N(CC)CC)=C1C (centres undefined)
 : 0	0
CCN1C(=O)[C@H]2[C@@H](c3ccc(C)cc3)N[C@]3(CCCN(Cc4ccc(F)cc4)C3=O)[C@H]2C1=O
 : -3	-1
CCCCCC(=O)N1C[C@H](n2cc(-c3ccc(F)cc3)nn2)[C@@H](O)C[C@@H]1c1ccc(C)cc1
 : 6.8*	0
CC(C)C1C(=O)N(Cc2cn(Cc3ccco3)nn2)CCS(=O)(=O)N1Cc1ccc(-c2cccc(N(C)C)c2)cc1 (centres undefined)
 : -2	-2
O=C(OCC(=O)N1CCCCCC1)c1cccc(Cl)c1Cl
 : 3	-4

# Profiles, looked up by structure. Order of screens: V-ATPase pH	Wnt act
# Shown for `COC(=O)[C@H]1C[C@H](OC(=O)Nc2cccs2)[C@@]2(O)CN(S(=O)(=O)c3ccc(C)cc3)CC2[C@H]1C(=O)OC` (some centres undefined) → 2	-1
# Shown for `C[C@H](O)[C@@H]1C(=O)N2CCc3c([nH]c4ccccc34)[C@@H]2C[C@@H]1N(C)S(=O)(=O)c1ccccc1` → 4	0
# Shown for `CCN(CC)C(=O)c1[nH]cnc1C(=O)Nc1ccccc1F` → 0	-2
# Shown for `O=C(OCC(=O)N1CCCCCC1)c1cccc(Cl)c1Cl` → 3	-4
# Shown for `CCCCCC(=O)N1C[C@H](n2cc(-c3ccc(F)cc3)nn2)[C@@H](O)C[C@@H]1c1ccc(C)cc1` → 6.8*	0

# V-ATPase pH, entries above that show a hit
# Each structure is followed by: V-ATPase pH	Wnt act
CCCCCC(=O)N1C[C@H](n2cc(-c3ccc(F)cc3)nn2)[C@@H](O)C[C@@H]1c1ccc(C)cc1
 : 6.8*	0

# Following part.
# Each structure is followed by: V-ATPase pH	Wnt act
CCOC(=O)c1ccc(NC(=O)c2nc[nH]c2C(=O)N[C@@H](C)CO)cc1
 : 3	-2
CCCCN1C(=O)C(CC(=O)NCCc2ccccn2)CC(C(=O)N(C(C)C)C(C)C)=C1C (centres undefined)
 : -2	-2
O=C(C[C@H]1C[C@H]2c3cc(NS(=O)(=O)c4ccc(F)cc4)ccc3O[C@H]2[C@H](CO)O1)NCc1cc(F)ccc1F
 : -2	-5
CN(C(=O)C(C)(C)C)[C@H]1C[C@H]2c3[nH]c4ccccc4c3CCN2C(=O)[C@H]1CO
 : -1	-1
C[C@@H]1CCCCO[C@H](CN(C)Cc2ccc3c(c2)OCO3)[C@@H](C)CN([C@H](C)CO)C(=O)c2cc(NC(=O)c3ccccc3)ccc2O1
 : 2	-1
Cc1ccc([C@H]2C[C@H](n3cc(C4CC4)nn3)[C@@H](O)CN2CC2CCCCC2)cc1
 : 4	-4
O=C(C[C@H]1C[C@@H]2c3cc(NC(=O)c4ccc5c(c4)OCO5)ccc3O[C@@H]2[C@H](CO)O1)NCc1cc(F)ccc1F
 : 0	-1
O=C(c1ccoc1)N1CCN(c2cc(-c3ccccc3)nc3cc(-c4ccc(Br)cc4)nn23)CC1
 : -1	-3
Cc1noc(C)c1NC(=O)Nc1ccc2c(c1)C(=O)N([C@H](C)CO)C[C@H](C)[C@H](CN(C)C(=O)NC1CCCCC1)OCCCC[C@@H](C)O2
 : 0	-1
CC1=C(C(=O)N(C(C)C)C(C)C)CC(CC(=O)NCc2cccs2)C(=O)N1Cc1ccccc1 (centres undefined)
 : -1	-3
CCN1C(=O)[C@H]2[C@@H](c3ccc(OC)cc3)N[C@]3(CCCN(Cc4ccccc4)C3=O)[C@H]2C1=O
 : -2	0
CNC[C@H]1OCCCC[C@H](C)Oc2ccc(NC(=O)CCCN(C)C)cc2C(=O)N([C@H](C)CO)C[C@@H]1C
 : 5	-1
C[C@@H]1CCCCO[C@@H](CN(C)Cc2ccc3c(c2)OCO3)[C@@H](C)CN([C@H](C)CO)C(=O)c2cc(NS(=O)(=O)c3ccccc3)ccc2O1
 : -1	-2
CCN(CCCNc1cc2c(c(N)c1S(=O)(=O)O)C(=O)c1ccccc1C2=O)c1ccccc1
 : 1	-2
CN1CCN(C(=O)C[C@@H]2C[C@H]3c4cc(NC(=O)c5cccnc5)ccc4O[C@H]3[C@H](CO)O2)CC1
 : 1	-2

# (cont.)
# Each structure is followed by: V-ATPase pH	Wnt act
Cc1ccc([C@H]2C[C@H](n3cc(COC(=O)c4ccccc4)nn3)[C@@H](O)CN2C(=O)c2cccs2)cc1
 : 0	-4
COc1ccccc1NC(=O)N(C)C[C@@H]1OCc2cn(nn2)CCCC(=O)N([C@H](C)CO)C[C@H]1C
 : 1	-1
COc1ccc2nc3n(c(=O)c2c1)-c1cc2ccccc2cc1C(=O)NC3Cc1ccccc1 (centres undefined)
 : -1	-2
C[C@@H]1CN([C@H](C)CO)C(=O)CCCn2nncc2CO[C@H]1CN(C)C(=O)c1ccc(N2CCN(C)CC2)cc1
 : 0	-1
CCN(CC)C(=O)C1=C(C)N(CCCOC)C(=O)C(CC(=O)NCCCN(C)C)C1 (centres undefined)
 : 0	-1
C[C@H](CO)N1C[C@H](C)[C@@H](CN(C)C(=O)OCc2ccccc2)OCc2cn(nn2)CCCC1=O
 : -2	-1
COc1ccc(-c2cc3nc(C)cc(N4CCN(C(=O)c5ccco5)CC4)n3n2)cc1
 : 1	-3
Cc1ccc(NC(=O)c2ncn(CCCNCC3CCCCC3)n2)cc1C
 : 2	-2
CC1(C)CN(CCc2ccccc2)C(=O)[C@H]1CC(=O)Nc1ccccc1
 : -2	-2
C[C@H](CO)N1C[C@H](C)[C@@H](CN(C)Cc2ccc(Cl)c(Cl)c2)OCCCC[C@H](C)Oc2ccc(NC(=O)CCC(F)(F)F)cc2C1=O
 : -3	-8
CC1=C(C(=O)N(C)C)CC(CC(=O)NCC2CCCCC2)C(=O)N1CCC1=CCCCC1 (centres undefined)
 : -1	-3
C[C@H](CO)N1C[C@H](C)[C@@H](CN(C)S(=O)(=O)c2ccc(C#N)cc2)OCc2cnnn2CCCC1=O
 : 4.1*	0
COc1ccc(-c2ccc(CN3C(C(C)C)C(=O)N(Cc4cn(Cc5ccco5)nn4)CCS3(=O)=O)cc2)cc1OC (centres undefined)
 : 0	-2
